Compound activity deposited in PubChem BioAssay by several laboratories.
MT1-MMP act inh – inhibitors of human MT1-MMP activation; HT1080 RFP-PRO-GFP cells, GFP/RFP ratio fluorescence, overnight; percent of plate control window, DMSO zero; GFP/RFP ratio change, % at 20 µM; 360,000 tested, 0.061% active;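 active means GFP/RFP ratio change of at least 30% with cell ATP level not reduced by more than half and red fluorescence within 50% of control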; further: strong numbers were not always called active
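Compound: 20 µM single dose, 1% DMSO / System: HT1080 RFP-PRO-GFP cells / Controls: DMSO and RFP-L50D-GFP cell wells / Read-out basis: GFP/RFP fluorescence ratio / Schedule: overnight compound exposure at 37 °C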
CSN deneddyl inh – inhibitors of human CSN-mediated cullin deneddylation | Q92905 | Purified CSN, SCF-Nedd8-OG deneddylation, fluorescence polarization | inhibition, % at 12.5 µM | 360,000 tested, 0.38% active | AID 651999;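 active means pattern-corrected inhibition above about 35%, with an unprinted fluorescence ratio check between 0.5 and 1.5, limit read from the data, passing the limit was not always enough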;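 further: 0% = enzyme with substrate and 100% = substrate without enzyme; some results filed as inactive read as strong as hits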
Target sequence (Q92905 whole entry, looked up, one chain of several): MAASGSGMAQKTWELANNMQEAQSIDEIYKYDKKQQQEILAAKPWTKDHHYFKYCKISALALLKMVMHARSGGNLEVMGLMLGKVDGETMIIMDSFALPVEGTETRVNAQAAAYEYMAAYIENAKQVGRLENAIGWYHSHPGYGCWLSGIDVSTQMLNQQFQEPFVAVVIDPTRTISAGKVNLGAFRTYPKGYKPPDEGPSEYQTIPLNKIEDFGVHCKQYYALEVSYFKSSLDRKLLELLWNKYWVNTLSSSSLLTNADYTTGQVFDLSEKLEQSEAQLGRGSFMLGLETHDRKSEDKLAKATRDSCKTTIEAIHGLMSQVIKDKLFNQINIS
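Assay system: purified human Csn5 enzyme expressed in HEK293T cells; measure: % inhibition; also added: SCFSkp2-Nedd8OG substrate at 10 nM final; technique: fluorescence polarization; times: reaction 90 min, room temperature; medium: Tris buffer pH 7.5, NaCl, DTT, Tween-20, trehalose, ovalbumin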
MsrA inh – inhibits bovine methionine sulfoxide reductase A; purified bovine MsrA, absorbance read-out; 360,000 tested, 0.75% active; inhibition, % at 15.5 µM; AID 651718; in the data active means inhibition above about 4.5%;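 further: 0% = vehicle wells with enzyme and 100% = reference inhibitor wells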
An asterisk follows results filed as active. Not all compounds are listed, so the mix of outcomes need not match the whole.

SMILES	MT1-MMP act inh	CSN deneddyl inh	MsrA inh
CC1(C(=O)Nc2ccc3c(c2)OCCO3)CSCC(=O)N1CCOc1ccccc1 (stereo unspecified)	8.1	4.6	-0.1
CCCCCCCCN1C(=O)[C@H](CC(=O)NCCCOC)C[C@@]2(C(=O)OC)CC(C)(C)CC=C12	2.9	-4.5	0.7
O=C(NCc1ccccc1)C1C(c2ccccc2)=Nc2ccccc2N1C(=O)c1cnccn1 (stereo unspecified)	-1.2	-1.8	3.4
Cn1cc([C@]2(O)C(=O)Nc3ccc(Br)cc32)c2ccccc21	5.6	-2.5	0.3
CC1(C(=O)NCc2ccccc2)CN(S(C)(=O)=O)CC(=O)N1C1CC1 (stereo unspecified)	5.8	-5.1	2.1
COc1cccc(C2CC(OCCF)=CC(=O)O2)c1 (stereo unspecified)	5.2	4.4	1.3
CCCCCNC(=O)C(c1ccc(-c2ccccc2)cc1)n1c(=O)c(-c2cc3ccccc3[nH]2)nc2ccccc21 (stereo unspecified)	-3.0	7.1	-0.8
COc1ccc(C(C(=O)Nc2c(C)cccc2C)N2CCN(C)CC2)cc1 (stereo unspecified)	-4.6	0.6	-0.5
COC(=O)/C=C1\OCc2c(F)cccc21	1.4	4.2	-0.3
CCNC(=O)C[C@@H]1CC[C@@H]2NC[C@@H](O)COC[C@H]2O1	-1.8	1.9	0.5
Cc1ccccc1CN1C(=O)CSCC1(C)C(=O)NC(C)C (stereo unspecified)	6.5	-2.6	-0.1
CC(C(=O)NC1CCCC1)n1c(-c2ccccn2)nc2ccccc21 (stereo unspecified)	4.0	-2.2	3.2
CSCCC(C(=O)Nc1c(C)cccc1C)n1c(-c2cc(C)cs2)nc2ccccc21 (stereo unspecified)	-2.6	-2.8	0.6
CCCCCNC(=O)C(c1cccc2ccccc12)n1c(=O)c(-c2ccccc2)nc2ccccc21 (stereo unspecified)	-17.7	-6.0	0.6
Cc1cccc(C)c1NC(=O)C(c1cc2ccccc2o1)N1CCC(c2ccccc2)CC1 (stereo unspecified)	-19.6	4.4	0.9

In a second layout: 3 of the compounds above.
Values run as follows: MT1-MMP act inh | CSN deneddyl inh | MsrA inh
- CCCCCNC(=O)C(c1ccc(-c2ccccc2)cc1)n1c(=O)c(-c2cc3ccccc3[nH]2)nc2ccccc21 (stereo unspecified)
 : -3.0 | 7.1 | -0.8
- COc1ccc(C(C(=O)Nc2c(C)cccc2C)N2CCN(C)CC2)cc1 (stereo unspecified)
 : -4.6 | 0.6 | -0.5
- COC(=O)/C=C1\OCc2c(F)cccc21
 : 1.4 | 4.2 | -0.3

Remaining list, next part.
SMILES	MT1-MMP act inh	CSN deneddyl inh	MsrA inh
CC(C)(C)NC(=O)C(c1ccccc1F)n1c(=O)c(-c2ccccc2)nc2ccccc21 (stereo unspecified)	1.6	-2.6	1.8
CCC(=O)N[C@@H]1CC[C@@H](CCNC(=O)Nc2ccc(F)cc2)O[C@@H]1CO	-3.0	-4.3	-0.8
Cc1ccccc1CN1C(=O)CN(S(C)(=O)=O)CC1(C)C(=O)NC(C)C (stereo unspecified)	12.2	4.7	-0.7
O=C(Nc1ccc2c(c1)OCCO2)C(c1ccccc1)n1c(=O)c(-c2cc3ccccc3[nH]2)nc2ccccc21 (stereo unspecified)	-6.4	-4.2	0.6
Cc1cccc(S(=O)(=O)N[C@@H]2CC[C@@H](CCNS(=O)(=O)c3ccccc3F)O[C@@H]2CO)c1	-2.5	-0.2	0.4
COC(=O)[C@]12CCCCC=C1N(CCc1ccc(OC)c(OC)c1)C(=O)[C@H](CC(=O)NCc1cccs1)C2	3.4	-1.6	-0.2
O=C(C[C@H]1CC[C@@H]2[C@H](COC[C@H](O)CN2C(=O)c2cnccn2)O1)NCc1ccc(Cl)cc1	0.5	0.6	1.8
CCCCCNC(=O)C(c1ccnc2ccccc12)n1c(=O)c(-c2ccccc2)nc2ccccc21 (stereo unspecified)	-4.3	3.4	0.6
Cc1ccc(S(=O)(=O)N2[C@H](CC(=O)c3ccccc3)OC[C@@H]2C(C)C)cc1	-3.4	0.1	0.0
CCOC(=O)[C@]12CCCC=C1N(Cc1ccccc1)C(=O)[C@H](CC(=O)NCC13CC4CC(CC(C4)C1)C3)C2	-7.5	2.6	1.0
COC(=O)C[C@H]1CC[C@@H]2[C@H](COC[C@H](O)CN2S(=O)(=O)c2ccccc2OC)O1	-1.4	3.7	-0.4
CCc1ccc(N2C=C(C(=O)OC)C(c3ccc(OC)cc3)C(C#N)=C2N)cc1 (stereo unspecified)	5.6	0.1	-0.7
CSCCC(C(=O)Nc1c(C)cccc1C)n1c(-c2ccc(-c3ccccc3)cc2)nc2ccccc21 (stereo unspecified)	-5.9	-0.2	-0.4
CO[C@@H]1CN(C)C(=O)c2ccc(NC(=O)C3CCC3)cc2OC[C@H](C)N(CC2CCCCC2)C[C@H]1C	-2.8	3.8	-0.4
CC(C)(C)OC(=O)N1CCc2onc(-c3ccc(-n4cc(C5=CCCCC5)nn4)cc3)c2C1=O	4.2	1.1	-0.4

Part of the list above in another layout.
canonical_smiles,MT1-MMP act inh,CSN deneddyl inh,MsrA inh
CSCCC(C(=O)Nc1c(C)cccc1C)n1c(-c2cc(C)cs2)nc2ccccc21 (stereo unspecified),-2.6,-2.8,0.6
CCCCCNC(=O)C(c1cccc2ccccc12)n1c(=O)c(-c2ccccc2)nc2ccccc21 (stereo unspecified),-17.7,-6.0,0.6
Cc1cccc(C)c1NC(=O)C(c1cc2ccccc2o1)N1CCC(c2ccccc2)CC1 (stereo unspecified),-19.6,4.4,0.9

(more compounds)
SMILES	MT1-MMP act inh	CSN deneddyl inh	MsrA inh
CNC(=O)C[C@@H]1CC[C@@H]2[C@H](COC[C@H](O)CN2S(=O)(=O)c2ccccc2Cl)O1	-0.1	-0.7	-0.6
COc1ccc(CCc2nc3ccccc3n2C(CCc2ccccc2)c2nc3ccccc3[nH]2)cc1 (stereo unspecified)	-6.4	-2.6	1.1
COc1ccc2cc(C3CC=C(CO)CN3S(=O)(=O)c3ccccc3[N+](=O)[O-])n(C(=O)OC(C)(C)C)c2c1 (stereo unspecified)	-3.5	1.8	0.0
CCOC(=O)[C@]12CCCC=C1N(Cc1ccccc1)C(=O)[C@H](CC(=O)NCCCOC)C2	-4.0	0.3	-0.4
N#Cc1cccc(C(=O)C(=O)N2CCC(c3ccccc3)CC2)c1	-0.6	4.3	1.2
COC(=O)[C@@]12C[C@@H](CC(=O)N3CCCCC3)C(=O)N(Cc3ccc4c(c3)OCO4)C1=CCC(C)(C)C2	-5.8	-3.3	-0.8
O=C(NCC(F)(F)F)C1C(=O)Nc2ccccc2C(=O)N1C1CCCC1 (stereo unspecified)	0.2	1.4	-0.8
Cc1cccc(C)c1NC(=O)C(c1ccccc1)n1c(=O)c(-c2ccccc2)nc2ccccc21 (stereo unspecified)	-20.8	2.6	2.7
Cc1cccc(C)c1NC(=O)C(c1ccccc1F)n1c(=O)c(-c2ccccc2)nc2ccccc21 (stereo unspecified)	-22.4	3.7	1.8
CC(C)(C)N1C(=O)c2ccccc2NC(=O)C1C(=O)NCc1ccco1 (stereo unspecified)	-1.0	0.3	-0.4
CCc1c(-c2ccccc2F)ncn1Cc1cccc(-c2ccccc2)c1	14.0	1.6	0.9
COC(=O)C[C@H]1CC[C@H](NC(=O)c2ccc(F)cc2)[C@@H](CO)O1	-0.5	-5.0	0.8
CCOC(=O)[C@]12CCCC=C1N(CCC1=CCCCC1)C(=O)[C@H](CC(=O)N1CCCCC1)C2	-3.1	-3.7	-1.0
CC(C)(C)NC(=O)C(c1ccccc1F)n1c(=O)c(-c2ccco2)nc2ccccc21 (stereo unspecified)	-10.4	12.9	-0.1
CCCCCCCCN1C(=O)[C@H](CC(=O)N2CCC(c3ccccc3)CC2)C[C@@]2(C(=O)OC)CC(C)(C)CC=C12	-14.3	-3.6	0.4

Pulled one by one from above, 4 records:
SMILES	MT1-MMP act inh	CSN deneddyl inh	MsrA inh
O=C(NCC(F)(F)F)C1C(=O)Nc2ccccc2C(=O)N1C1CCCC1 (stereo unspecified)	0.2	1.4	-0.8
COc1ccc2cc(C3CC=C(CO)CN3S(=O)(=O)c3ccccc3[N+](=O)[O-])n(C(=O)OC(C)(C)C)c2c1 (stereo unspecified)	-3.5	1.8	0.0
CC(C)(C)N1C(=O)c2ccccc2NC(=O)C1C(=O)NCc1ccco1 (stereo unspecified)	-1.0	0.3	-0.4
CNC(=O)C[C@@H]1CC[C@@H]2[C@H](COC[C@H](O)CN2S(=O)(=O)c2ccccc2Cl)O1	-0.1	-0.7	-0.6

Copied from the list:
Value of COC(=O)[C@@]12C[C@@H](CC(=O)N3CCCCC3)C(=O)N(Cc3ccc4c(c3)OCO4)C1=CCC(C)(C)C2 under MT1-MMP act inh: -5.8
Value of COC(=O)C[C@H]1CC[C@H](NC(=O)c2ccc(F)cc2)[C@@H](CO)O1 under MsrA inh: 0.8
Value of O=C(NCC(F)(F)F)C1C(=O)Nc2ccccc2C(=O)N1C1CCCC1 (stereo unspecified) under MsrA inh: -0.8

Continued.
SMILES	MT1-MMP act inh	CSN deneddyl inh	MsrA inh
COc1ccc(C2=Nc3ccccc3N(C(=O)Cc3cc(OC)cc(OC)c3)C2C(=O)NC(C)C)cc1 (stereo unspecified)	1.6	3.5	3.3
COc1ccc(C(C(=O)NC2CCCCC2)n2c(=O)c(-c3cc4ccccc4[nH]3)nc3ccccc32)cc1 (stereo unspecified)	-14.1	-0.2	-0.3
COc1ccc(CN2C(=O)CN(S(C)(=O)=O)CC2(C)C(=O)Nc2c(C)cccc2C)cc1OC (stereo unspecified)	4.7	-3.5	0.4
Cc1cnc(-c2nc3ccccc3n2C(C(=O)Nc2c(C)cccc2C)C2CC2)cn1 (stereo unspecified)	5.3	0.8	0.9
CCCCCCCCN1C(=O)[C@H](CC(=O)NCC2CCCCC2)C[C@@]2(C(=O)OC)CC(C)(C)CC=C12	-12.9	3.5	2.1
CCCCNC(=O)c1nc(-c2cnccn2)oc1-c1ccc(Cl)cc1	-1.1	0.8	0.4
COC(=O)[C@@]12C[C@@H](CC(=O)NCCc3ccccc3OC)C(=O)N(Cc3ccco3)C1=CCC(C)(C)C2	-7.8	-1.0	0.5
Nc1sc2c(c1C(=O)NCCc1ccccc1)CCCC2	2.6	7.3	1.8
Cc1ccc(CN2C(=O)CSCC2(C)C(=O)Nc2c(C)cccc2C)cc1 (stereo unspecified)	0.7	0.2	-0.7
CO[C@H]1CN(C)C(=O)c2ccc(NC(=O)C3CCC3)cc2OC[C@H](C)N(Cc2ccc(F)cc2)C[C@@H]1C	-1.6	-3.0	0.4
O=C(C[C@@H]1CC[C@H](NS(=O)(=O)c2ccccc2F)[C@@H](CO)O1)NCCCN1CCOCC1	-2.4	-0.1	-0.7
CC(C)c1cc(C(=O)NCc2ccc(F)cc2)c(N)s1	-0.3	2.9	1.2
O=C(NC1CCCC1)C(C1CC1)n1c(-c2ccnc3ccccc23)nc2ccccc21 (stereo unspecified)	-5.2	-1.2	0.2
Nc1c(-c2ccc(F)c(F)c2)nc2ncccn12	-7.0	3.5	0.5
COc1ccc(NC(=O)C(c2ccc(OC)cc2)n2c(=O)c(-c3ccco3)nc3ccccc32)cc1 (stereo unspecified)	-2.7	5.2	0.2
O=C(Nc1ccc2c(c1)OCCO2)C(c1ccc(C(F)(F)F)cc1)n1c(=O)c(-c2cc3ccccc3[nH]2)nc2ccccc21 (stereo unspecified)	-8.9	-4.1	-0.4
CCC(c1nc2ccccc2[nH]1)n1c(-c2ccc3ccccc3c2)nc2ccccc21 (stereo unspecified)	-11.9	-0.9	0.1
CC(C)NC(=O)C1C(c2ccc(C(F)(F)F)cc2)=Nc2ccccc2N1C(=O)c1ccccc1 (stereo unspecified)	5.1	-5.7	1.4
COC(=O)[C@@]12C[C@@H](CC(=O)NCC34CC5CC(CC(C5)C3)C4)C(=O)N(Cc3ccc4c(c3)OCO4)C1=CCC(C)(C)C2	-14.9	2.6	-0.1
Cc1cccc(C)c1NC(=O)C(c1ccnc2ccccc12)n1c(=O)c(-c2ccccc2)nc2ccccc21 (stereo unspecified)	-5.6	2.2	1.5
CCCCCCCCN1CC(Cc2cc3ccccc3c3ccccc23)N(c2ccccc2)c2ccccc2C1=O (stereo unspecified)	-2.2	-2.0	-1.0
O=C1Nc2ccccc2-n2nnnc2C1N1CCN(c2ccccn2)CC1 (stereo unspecified)	0.3	-0.8	-1.1
COc1ccccc1-n1cc(CN2CCc3onc(-c4ccc(Br)cc4)c3C2=O)nn1	0.6	-0.7	-0.5
Cc1ccc(S(=O)(=O)N2[C@@H](CO)CO[C@H]2CC(=O)c2cccs2)cc1	0.3	-2.5	1.1
COC(=O)[C@]12CCCCC=C1N(Cc1ccc3c(c1)OCO3)C(=O)[C@H](CC(=O)N1CCSCC1)C2	-7.7	-2.4	0.6
COCC(=O)N[C@H]1C=C[C@@H](CC(=O)OC)O[C@@H]1CO	-1.7	2.1	-0.7
CC1(C(=O)Nc2ccc3c(c2)OCCO3)CN(S(C)(=O)=O)CC(=O)N1CCc1ccccc1 (stereo unspecified)	3.3	2.1	1.0
CCCNC(=O)C[C@@H]1CC[C@H]2NC[C@H](O)COC[C@@H]2O1	0.4	-1.4	-0.5
C[C@H](NC(=O)C[C@@H]1CC[C@H]2[C@@H](COC[C@H](O)CN2Cc2ccc(C(F)(F)F)cc2)O1)c1ccccc1	4.8	-7.0	0.3
